ANO1 activ – mouse TMEM16A channel activation, primary screen; Q8BHY3; HEK293 TMEM16A/YFP-H148Q/I152L, iodide quench fluorescence; stronger effect = lower value; B-score at 10 µM; 340,000 tested, 0.3% active; AID 623877;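 active = fluorescence-ratio B-score plate-corrected deviation score at least 3 library SD below zero, with starting fluorescence score within 5 deviations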;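 note: channel opened by trigger with iodide after compound preincubation; score built on the fluorescence ratio of max minus min over baseline; more negative score means more quench and so TMEM16A activation or potentiation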
hERG protect – hERG (human) protection from proarrhythmic block; activation (rescue from dofetilide block), less the hit threshold, % at 10 µM; CHO-hERG, FluxOR thallium flux, dofetilide IC70 present; Q12809; 310,000 tested, 0.51% active;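 active = activation above the mean of controls blocked by dofetilide plus 5 SD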;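 note: thallium influx through hERG after potassium depolarization seen as dye fluorescence rise; in these data hits start at about 4.7%; inactives centre near -7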
KCNQ1 pot – potentiates or activates the human KCNQ1 potassium channel; CHO-K1 KCNQ1, thallium flux FluxOR fluorescence; stronger effect = higher value; 310,000 tested, 0.35% active; B-score at 10 µM;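 active = fluorescence ratio B-score, a plate-corrected score, at least three library SD, with initial intensity B-score within 5 SD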
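Assay system: stable KCNQ1 CHO-K1 line; medium: assay buffer, equal DMSO in all wells; timing: 90 min dye loading and 20 min compound exposure, both at room temperature; technique: kinetic FluxOR thallium fluorescence, 10-s 1-Hz baseline, 110-s post-stimulus read; read-out basis: B score of baseline-normalized fluorescence ratio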
KCNK9 block – inhibitors of human KCNK9 two-pore domain potassium channel; HEK293 KCNK9, FluxOR thallium flux fluorescence; stronger effect = lower value; B-score at 10 µM; 310,000 tested, 1.2% active;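 active = ratio B-score over 3 SD below the library mean, with starting fluorescence within 5 SD of its mean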;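 note: negative B-score means less thallium flux so channel inhibition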
Target sequence (Q9NPC2 whole entry, looked up, the tested form may be a part): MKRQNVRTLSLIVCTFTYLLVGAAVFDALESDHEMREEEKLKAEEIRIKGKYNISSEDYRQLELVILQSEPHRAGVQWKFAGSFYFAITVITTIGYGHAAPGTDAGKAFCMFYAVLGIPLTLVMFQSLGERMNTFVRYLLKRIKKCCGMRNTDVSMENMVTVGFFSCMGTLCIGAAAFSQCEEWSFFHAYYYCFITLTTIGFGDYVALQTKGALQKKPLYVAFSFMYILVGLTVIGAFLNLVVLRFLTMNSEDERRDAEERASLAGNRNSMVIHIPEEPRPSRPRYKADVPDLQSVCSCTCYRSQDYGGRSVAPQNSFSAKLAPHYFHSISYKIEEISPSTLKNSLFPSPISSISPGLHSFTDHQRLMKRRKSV
RGS4 block – human RGS4 inhibition; B-score at 10 µM; HEK293 M3R/RGS4 inducible, Fluo-4 calcium flux; stronger effect = higher value; triggered by carbachol at its EC20; P49798; AID 463165; 310,000 tested, 0.45% active;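 active = B-score, a plate-corrected calcium signal, over three deviations above library mean, with baseline fluorescence within five deviations of library mean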;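 note: RGS4 expression induced by doxycycline in cells with stable M3 receptor; B-score is computed from the integrated fluorescence ratio over baseline after carbachol; higher B-score means a larger calcium signal and so more RGS4 inhibition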
MrgX1 agonist – agonists of human MrgX1 receptor. MrgX1-HEK293 cells, Fluo-4 calcium fluorescence, agonist mode; stronger effect = higher value. AID 588627. B-score at 10 µM. 310,000 tested, 0.44% active. Q96LB2;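 active = calcium response B-score plate-corrected fluorescence ratio at least 3 library SD, with starting fluorescence B-score inside 5 SD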
Target sequence (Q96LB2 whole entry, looked up): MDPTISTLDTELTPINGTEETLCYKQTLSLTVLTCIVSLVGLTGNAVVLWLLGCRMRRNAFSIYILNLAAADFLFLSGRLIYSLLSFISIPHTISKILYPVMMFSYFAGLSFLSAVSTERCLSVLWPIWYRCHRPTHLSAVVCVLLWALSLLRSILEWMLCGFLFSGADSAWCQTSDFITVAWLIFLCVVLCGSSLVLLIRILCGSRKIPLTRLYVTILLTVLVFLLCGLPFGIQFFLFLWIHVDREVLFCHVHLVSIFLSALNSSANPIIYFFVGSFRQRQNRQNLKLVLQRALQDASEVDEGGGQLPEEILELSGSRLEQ
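times = overnight plating, then 30 min 37 °C plus 30 min room-temperature dye loading | assay system = stable human MrgX1 HEK293 cell line | input = fifteen thousand cells per well | signal = kinetic calcium dye fluorescence, Fluo-4 NW | dosing = compound delivered in addition one of three | read-out = B-scored fluorescence response ratio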
RGS4 act – RGS4 potentiation or activation; 310,000 tested, 0.92% active; HEK293 M3R/inducible RGS4, carbachol calcium flux Fluo4; stronger effect = lower value; B-score at 10 µM;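 active = B-score of the integrated calcium signal more than 4 SD below the library mean, with starting fluorescence not abnormally high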;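 note: negative B-score means reduced calcium response which marks RGS4 activation or potentiation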
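test system = HEK293 cells with stable M3R and inducible RGS4 | schedule = recording 10 s baseline at 1 Hz, 100 s post-agonist | technique = Fluo4-AM (2 µM) calcium-flux fluorescence, kinetic read | measure = Agonist-evoked peak-minus-minimum fluorescence over baseline, integrated ratio, B score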
KCNQ1 inh – blocks the human KCNQ1 potassium channel. AID 2642. CHO-K1 KCNQ1, FluxOR thallium flux fluorescence; stronger effect = higher value. 310,000 tested, 1.3% active. B-score at 10 µM;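 active = compounds whose thallium flux B-score, printed positive for inhibition, exceeds three library SD while starting fluorescence stays within three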;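 note: channel opened by potassium depolarization with thallium stimulus after 20 min compound exposure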
ANO1 block – inhibitors of mouse TMEM16A calcium-activated chloride channel. AID 588511. 310,000 tested, 1.2% active. Q8BHY3. normalized B-score (activity score, 25-100; higher = stronger inhibition) at 10 µM. HEK293 TMEM16A/YFP iodide influx fluorescence, ionomycin;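 active = ratio plate-corrected score three or more library SD toward inhibition, starting fluorescence score within five deviations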;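 note: score derived from kinetic fluorescence span divided by baseline fluorescence per well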
KCNK3 block – human KCNK3 channel inhibition, primary screen; O14649; CHO-KCNK3 thallium flux, FluxOR fluorescence; stronger effect = lower value; B-score at 10 µM; 340,000 tested, 0.84% active;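 active = B-score under library mean minus 4 SD, starting fluorescence ratio at most library mean plus 5 SD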;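 note: more negative B-score means stronger inhibition of thallium flux through KCNK3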
Target sequence (O14649 whole entry, looked up): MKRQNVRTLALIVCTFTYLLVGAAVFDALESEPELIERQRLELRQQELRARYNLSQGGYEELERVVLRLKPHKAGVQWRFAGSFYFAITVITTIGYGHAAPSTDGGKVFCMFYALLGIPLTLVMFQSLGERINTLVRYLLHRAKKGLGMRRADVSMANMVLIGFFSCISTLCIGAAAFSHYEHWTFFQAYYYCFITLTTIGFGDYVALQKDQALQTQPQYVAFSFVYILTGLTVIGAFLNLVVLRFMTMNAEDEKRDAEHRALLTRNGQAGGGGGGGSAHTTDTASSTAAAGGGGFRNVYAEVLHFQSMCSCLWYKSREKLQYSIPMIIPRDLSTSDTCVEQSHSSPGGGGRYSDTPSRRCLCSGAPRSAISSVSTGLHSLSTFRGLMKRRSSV
MrgX1 PAM – human MrgX1 positive allosteric modulation, primary screen; Q96LB2; MrgX1-HEK293, Fluo-4 calcium flux, FDSS; stronger effect = higher value; B-score at 10 µM; 310,000 tested, 0.63% active; AID 588675;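 active = plate-corrected calcium response at least 3 library SD above typical, normal starting fluorescence, not activating the receptor alone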;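 note: compound read alongside a low EC10 to EC30 dose of BAM8-22 agonist; peak minus trough fluorescence over baseline measured at the second addition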
An asterisk follows results filed as active; i = inactive; . = not tested or not shown.

SMILES | ANO1 activ | hERG protect | KCNQ1 pot | KCNK9 block | RGS4 block | MrgX1 agonist | RGS4 act | KCNQ1 inh | ANO1 block | KCNK3 block | MrgX1 PAM
CCN1CCN(C(=O)CSc2nc(N)cc(N)n2)CC1 | i | -10 | i | i | i | i | i | i | i | i | i
Cc1ccccc1NC(=O)CN1C(=O)NC(C)(CCc2ccccc2)C1=O (configuration not stated) | i | -4 | i | i | i | i | i | i | i | i | i
COc1cc(/C=N/Nc2nc(-c3ccc(S(=O)(=O)N(C)C)cc3)cs2)ccc1O | i | -10 | i | i | i | i | -7.4* | i | i | i | i
CCOC(=O)c1c(NC(=O)CN2CCCc3ccccc32)sc(C)c1C | i | -8 | i | i | i | i | i | i | i | i | i
CSc1ccccc1NC(=O)CCc1ccccc1 | i | -2 | i | i | i | i | i | i | i | i | i
CCc1nnc(SCC(=O)Nc2nnc(C)s2)n1CC1CCCO1 (configuration not stated) | i | -6 | i | i | i | i | i | i | i | i | i
Cc1cc(NC(=S)N(Cc2ccc(Cl)cc2)Cc2ccc(C(=O)O)cc2)ccc1Cl | i | -21 | i | i | i | i | i | i | i | i | i
COCCN1C(=O)/C(=C/c2ccc(N3CCCC3)cc2)SC1=S | i | -18 | i | i | i | i | i | i | i | i | i
COc1ccc(/C=N/NC2=NCCCCC2)cc1 | i | -2 | i | i | i | i | i | i | i | i | i
COc1ccc(OC)c(C2=NS(=O)(=O)N(C)C(C(=O)NCc3ccco3)=C2)c1 | i | -6 | i | i | i | i | i | i | i | i | i
Cn1c(=O)n(Cc2ccccc2)c(=O)c2c1nc1n2CCN1Cc1ccco1 | i | -3 | i | i | i | i | i | i | i | i | i
COCCn1c(=S)[nH]c2ccccc21 | i | -8 | i | i | i | i | i | i | i | i | i
O=C(Nc1ccc(N2CCN(C(=O)c3ccccc3)CC2)cc1)c1ccc(Br)o1 | i | -13 | i | i | i | i | i | i | i | i | i
CC(=O)c1cccc(NC(=O)Nc2ccc(C(=O)N3CCOCC3)cc2)c1 | i | -14 | i | i | i | i | i | i | i | i | i
NC(=O)C1(N2CCCCC2)CCN(C(=O)c2ccccc2)CC1 | i | -9 | i | i | i | i | i | i | i | i | i
Cc1ccc(C2(C)NC(=O)N(CC(=O)N3CCN(S(=O)(=O)c4ccc(Cl)s4)CC3)C2=O)cc1 (configuration not stated) | i | -11 | i | i | i | i | i | i | i | i | i
COc1ccc(-n2ncc3c(=O)n(CC(=O)Nc4ccc5c(c4)OCCO5)cnc32)cc1 | i | -2 | i | i | i | i | i | i | i | i | i
O=C(Nc1ccccc1)C(Cl)C(=O)c1ccccc1 (configuration not stated) | i | -14 | i | i | 9.1* | i | i | i | i | i | i
CCCNS(=O)(=O)c1ccc(C(=O)NCC2CCCO2)cc1 (configuration not stated) | i | -7 | i | i | i | i | i | i | i | i | i
COc1ccc(-c2nc(-c3ccccc3)nc(N3CCN(C)CC3)c2C#N)cc1 | i | -14 | i | i | i | i | i | i | i | i | i
COc1ccccc1CNc1nc2ccccc2n1CCN1CCCCC1 | i | -18 | i | i | i | i | i | i | i | i | i
Cc1nnc(SCC(=O)Nc2ccc([N+](=O)[O-])cc2)n1C | i | -3 | i | i | i | i | i | i | i | i | i
COc1cccc(C2NC(=O)NC(C)=C2C(=O)Nc2ccc(C)cc2)c1OC (configuration not stated) | i | -8 | i | i | i | i | i | i | i | i | i
COc1ccccc1/C=N/NC(=O)C(=O)NCc1cccnc1 | i | -7 | i | i | i | i | i | i | i | i | i
COc1cccc(NC(=O)C2CCN(C(=O)NC3CCCCC3)CC2)c1 | i | -4 | i | i | i | i | i | i | i | i | i

Single records, from the list above.
Results for `COc1ccc(/C=N/NC2=NCCCCC2)cc1` → ANO1 activ: i; hERG protect: -2; KCNQ1 pot: i; KCNK9 block: i; RGS4 block: i; MrgX1 agonist: i; RGS4 act: i; KCNQ1 inh: i; ANO1 block: i; KCNK3 block: i; MrgX1 PAM: i
Results for `O=C(Nc1ccccc1)C(Cl)C(=O)c1ccccc1` (configuration not stated) → ANO1 activ: i; hERG protect: -14; KCNQ1 pot: i; KCNK9 block: i; RGS4 block: 9.1*; MrgX1 agonist: i; RGS4 act: i; KCNQ1 inh: i; ANO1 block: i; KCNK3 block: i; MrgX1 PAM: i

Continuation.
SMILES | ANO1 activ | hERG protect | KCNQ1 pot | KCNK9 block | RGS4 block | MrgX1 agonist | RGS4 act | KCNQ1 inh | ANO1 block | KCNK3 block | MrgX1 PAM
COc1ccccc1-c1nnc(C2CCN(S(=O)(=O)c3cccc([N+](=O)[O-])c3)CC2)o1 | i | -11 | i | i | i | i | i | i | i | i | i
CC/C(=N\NC(=O)CCC(=O)NCc1ccccc1)c1ccc(O)cc1 | i | -4 | i | i | i | i | i | i | i | i | i
CCOC(=O)c1cc(-c2ccc(F)cc2)n(CC(=O)NC(C)CC)c1C (configuration not stated) | i | -11 | i | i | i | i | i | i | i | i | i
CC(=O)N1CCc2cc(S(=O)(=O)NC(Cc3ccccc3)C(=O)NC3CCCCCC3)ccc21 (configuration not stated) | i | -7 | i | i | i | i | i | i | i | i | i
C/C(=C\c1ccccc1)C(=O)NCCc1ccccc1 | i | -7 | i | i | i | i | i | i | i | i | i
CCOc1ccc(-c2csc(NNC3=NCCCCC3)n2)cc1 | i | -7 | i | i | i | i | i | i | i | i | i
Cc1c(C(C)(C)C)sc(=NC(=O)c2ccccc2O)n1C | i | -5 | i | i | i | i | i | i | i | -9.7* | i
CCCN(CCC)CCCOC(=O)c1ccc(Cl)cc1Cl | i | -8 | i | i | i | i | -8.3* | i | i | i | i
CCOc1ccc2oc(C(=O)NC(C)(C)CC)c(C)c2c1 | i | -17 | i | i | i | i | i | i | i | i | i
O=C(COc1nncc2ccccc12)Nc1ccc(F)c(F)c1 | i | -1 | i | i | i | i | i | i | i | i | i
C=CCc1cccc(/C=N/NC(=O)c2ccc3nc[nH]c3c2)c1O | i | -13 | i | i | i | i | i | i | i | i | i
CC1CN(C(=O)C2(C)CC2(Br)Br)CC(C)O1 (configuration not stated) | i | -12 | i | i | i | i | i | i | i | i | i
COCCNC(=S)NC(=O)c1ccc(C(C)(C)C)cc1 | i | -13 | i | i | i | i | i | i | i | i | i
CC(=O)C1=C(O)C(=O)N(c2ccc(O)cc2)C1c1ccccc1[N+](=O)[O-] (configuration not stated) | i | 0 | i | i | i | i | i | i | i | i | i
O=C(NCc1ccc2c(c1)OCO2)c1cc(-c2ccncc2)nc2ccccc12 | i | -17 | i | i | i | i | i | i | i | i | i
C/C=C(/C)C(=O)Nc1cccc(C2=NOC3(C2)C[C@H](C(N)=O)N(C(=O)COc2ccc(Cl)cc2)C3)c1 (some centres not stated) | i | -11 | i | i | i | i | i | i | i | i | i
O=C(COC(=O)c1cc(-c2ccccc2)nc2ccccc12)NCC1CCCO1 (configuration not stated) | i | -12 | i | i | i | i | i | i | i | i | i
ClC(Cl)(c1nnnn1-c1ccccc1)c1nnnn1-c1ccccc1 | i | . | . | . | . | i | . | . | i | i | i
Cc1ccc(CNC(=O)C2CCCN(c3nc4ccsc4c(=O)s3)C2)cc1 (configuration not stated) | i | -11 | i | i | i | i | i | i | i | i | i
COC(=O)c1cc(NC(=O)CCc2c(C)nc3ncnn3c2C)cc(C(=O)OC)c1 | i | -16 | i | i | i | i | i | i | i | i | i
Cc1nc(N)sc1C(=O)N/N=C/c1c[nH]c2ccccc12 | i | -5 | i | i | i | i | i | i | i | i | i
CN1CCC(N(C)S(=O)(=O)c2ccc(NC(=O)COc3ccc(Br)cc3Cl)cc2)CC1 | i | -15 | i | i | i | i | i | i | i | i | i
CC(C)CCNC(=O)C1CC(=O)N(CCc2ccccc2)C1 (configuration not stated) | i | 1 | i | i | i | i | i | i | i | i | i
Cc1cc(NC(=O)CCC(=O)N(c2ccc(F)cc2)C(C(=O)NC2CCCC2)c2ccccc2)no1 (configuration not stated) | i | -4 | i | i | i | i | i | i | i | i | i
CCOC(=O)c1ccccc1NC(=O)c1cc(S(=O)(=O)N2CCOCC2)ccc1F | i | -8 | i | i | i | i | i | i | i | i | i

Reformatted with values under each structure: entries from further up
Below each SMILES – ANO1 activ | hERG protect | KCNQ1 pot | KCNK9 block | RGS4 block | MrgX1 agonist | RGS4 act | KCNQ1 inh | ANO1 block | KCNK3 block | MrgX1 PAM
- COCCn1c(=S)[nH]c2ccccc21
  i | -8 | i | i | i | i | i | i | i | i | i
- O=C(Nc1ccc(N2CCN(C(=O)c3ccccc3)CC2)cc1)c1ccc(Br)o1
  i | -13 | i | i | i | i | i | i | i | i | i
- CC(=O)c1cccc(NC(=O)Nc2ccc(C(=O)N3CCOCC3)cc2)c1
  i | -14 | i | i | i | i | i | i | i | i | i
- NC(=O)C1(N2CCCCC2)CCN(C(=O)c2ccccc2)CC1
  i | -9 | i | i | i | i | i | i | i | i | i
- Cc1ccc(C2(C)NC(=O)N(CC(=O)N3CCN(S(=O)(=O)c4ccc(Cl)s4)CC3)C2=O)cc1 (configuration not stated)
  i | -11 | i | i | i | i | i | i | i | i | i
- COc1ccc(-n2ncc3c(=O)n(CC(=O)Nc4ccc5c(c4)OCCO5)cnc32)cc1
  i | -2 | i | i | i | i | i | i | i | i | i
- O=C(Nc1ccccc1)C(Cl)C(=O)c1ccccc1 (configuration not stated)
  i | -14 | i | i | 9.1* | i | i | i | i | i | i
- CCCNS(=O)(=O)c1ccc(C(=O)NCC2CCCO2)cc1 (configuration not stated)
  i | -7 | i | i | i | i | i | i | i | i | i
- COc1ccc(-c2nc(-c3ccccc3)nc(N3CCN(C)CC3)c2C#N)cc1
  i | -14 | i | i | i | i | i | i | i | i | i
- COc1ccccc1CNc1nc2ccccc2n1CCN1CCCCC1
  i | -18 | i | i | i | i | i | i | i | i | i
- Cc1nnc(SCC(=O)Nc2ccc([N+](=O)[O-])cc2)n1C
  i | -3 | i | i | i | i | i | i | i | i | i
